# Source: PubChem BioAssay (National Center for Advancing Translational Sciences (NCATS))
# TDP1 inh – blocks human tyrosyl-DNA phosphodiesterase 1; Q9NUW8; recombinant TDP1, AlphaScreen DNA substrate cleavage; Potency, µM (series often up to 130 µM), for the others: at the top dose activity change, negative = inhibition, hits mostly inhibitors; actives 0.28% (n = 350,000); also: nearly all actives have a fitted effect of over 40% in size
# Target sequence (Q9NUW8 whole entry, looked up): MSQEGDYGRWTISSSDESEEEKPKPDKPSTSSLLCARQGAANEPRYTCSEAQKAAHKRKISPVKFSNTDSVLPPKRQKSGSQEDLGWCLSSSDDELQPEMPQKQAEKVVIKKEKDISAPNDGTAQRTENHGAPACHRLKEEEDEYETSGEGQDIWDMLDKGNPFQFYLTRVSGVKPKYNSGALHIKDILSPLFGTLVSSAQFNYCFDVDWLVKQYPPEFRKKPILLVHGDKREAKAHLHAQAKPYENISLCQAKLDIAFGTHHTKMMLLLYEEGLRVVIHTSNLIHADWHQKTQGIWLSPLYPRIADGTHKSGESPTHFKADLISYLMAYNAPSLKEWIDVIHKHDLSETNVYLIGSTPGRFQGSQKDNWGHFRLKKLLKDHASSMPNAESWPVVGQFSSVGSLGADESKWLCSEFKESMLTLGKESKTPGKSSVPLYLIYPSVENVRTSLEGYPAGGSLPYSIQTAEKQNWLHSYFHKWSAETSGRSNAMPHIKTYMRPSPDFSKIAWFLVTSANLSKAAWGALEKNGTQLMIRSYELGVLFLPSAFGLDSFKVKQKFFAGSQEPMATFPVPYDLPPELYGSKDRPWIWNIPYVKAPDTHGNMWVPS
#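 E. coli-derived human Tdp1, 1 nM final. Cpd preinc 15 min RT; substrate 15 nM final, 5 min RT; AS bead mix 10 ug/ml final, 10 min RT. Signal loss = tyrosine-FITC cleavage. No-enzyme wells = max signal.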
# DT40 TDP1 no CPT – qHTS for Inhibitors of human tyrosyl-DNA phosphodiesterase 1 (TDP1): qHTS in cells in absence of CPT; DT40 Tdp1-/- hTDP1 cells, no CPT, ATP luminescence, 48 h; Potency, µM (titrated, usually from 46.2 µM), inactives show top-dose activity change, negative = growth inhibition, hits mostly inhibitors; actives 15% (n = 420,000); AID 686978, 2013; also: nearly all actives have a fitted effect of over 55% in size
#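 Compound effects on proliferation are scored in DT40 Tdp1-/-;hTDP1 cells in the absence of CPT. ATP levels (CellTiter-Glo luminescence) are recorded after a ≥48 hr, 37 °C incubation.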
# TDP1 cell CPT – DT40-hTDP1 cell growth loss with CPT | chicken DT40 Tdp1-/-;hTDP1 cells + 20 nM CPT, ATP luminescence, 48 h | Potency, µM (series often up to 46.2 µM), for inactives: top-dose activity change, negative = growth inhibition, hits mostly inhibitors | actives 12% (n = 420,000) | AID 686979; also: nearly all actives have a fitted effect of over 55% in size
#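 Chicken DT40 Tdp1-/- cells stably complemented with human TDP1 were seeded at 400 cells/well in medium containing 20 nM camptothecin, exposed to pin-transferred compounds, and grown at 37 °C for at least 48 hr. Viability was read as ATP luminescence.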
# Active calls of the source: *; u = inconclusive; x = not tested or not shown; & = joins results of further samples; [ ] = another dose, or the depositor's remark. Calls follow the shape of the dose curve; as a rule, active = well fitted curve in the direction sought with a large enough effect; inconclusive = small, poorly fitted or top-dose-only effect, or another doubt; inactive = no such curve, though single readings can be large; an effect the other way counts as inactive or inconclusive. % is scaled to controls: 0 for no effect and ±100 for the full control effect; potency is read from the fitted curve at half-maximal effect.
SMILES,TDP1 inh,DT40 TDP1 no CPT,TDP1 cell CPT
Cc1nn2c(N3CCOCC3)cc(C(C)(C)C)nc2c1-c1ccc(Cl)cc1,x,10.5%,-1.6%
CCn1cc(C(=O)NCc2cccs2)c(=O)c2cc(S(=O)(=O)N3CCOCC3)ccc21,x,2.3%,-4.3%
CCCCCOC(=O)CSc1nc2sc3c(c2c(=O)n1Cc1ccccc1)CC(C)(CC)OC3 (centres undefined),-1.3%[12.3 µM],u,u
O=C(c1ccco1)N1CCN(C(=O)c2ccc(CS(=O)c3cccc(Cl)c3)o2)CC1 (centres undefined),3.1%,-16.5%,-15.7%
COc1ccc(CNC(=O)C(C)c2ccc([N+](=O)[O-])cc2)cc1 (centres undefined),0.0%,u,-9.4%
O=C(CNC(=O)OCc1ccccc1)NC1CCCCCC1,3.6%,3.8%,7.9%
C=CCNC(=O)CN1CCC(O)(c2ccccc2)CC1,0.0%,-6.2%,-24.2%
CN(C)CCNC(=O)C(=O)Nc1cc2c3c(c1)CCC(=O)N3CCC2,0.6%,-12.6%,7.9%
CCN(C(=O)c1cccn(Cc2cccc(Cl)c2)c1=O)c1ccccc1,-1.1%,u,u
CC(=O)N(Cc1ccc(Br)cc1)c1ccccc1C(=O)O,-1.4%,-11.7%,-4.3%
CC(CN1CCC(n2nccc2NC(=O)C2CCCC2)CC1)c1ccccc1 (centres undefined),2.2%,-3.1%,7.5%
CC(=O)c1ccc(NC(=O)c2nc(-c3ccccc3)n(-c3ccccc3)n2)cc1,11.4%,20.6µM*,u
CCCCCOc1ccccc1C(=O)NCCCC(=O)O,4.9%,-17.7%,-19.7%
COc1ccc(-n2nc(C(=O)NCC(=O)N3CCCCCC3)c3ccccc3c2=O)c(OC)c1,7.1%,-23.6%,-9.1%
COc1ccc(NC(=O)CSC2=Nc3ccccc3C3=NC(CC(=O)NCc4ccc(F)cc4)C(=O)N23)cc1 (centres undefined),-2.5%,-15.1%,-6.7%
COc1ccc2c(C)c(C(=O)N3CCN(Cc4ccccc4)CC3)oc2c1,7.3%,u,u
O=C(Nc1ccc2c(c1)OCO2)c1cnccn1,5.3%,-7.3%,-3.3%
O=C1CC2(CCCCC2)Oc2ccccc21,x,11.7%,-1.0%
CCN(CC(=O)Nc1ccc(N2CCOCC2)cc1)CC(=O)NC(C)(C)C,-1.3%,-6.1%,-3.4%
Cc1ccc2c(CNCc3ccco3)cc(=O)oc2c1,2.7%,-17.6%,-8.6%
CC(=O)Nc1ccc(NC(=O)CSc2ccc(C)cc2)cc1,1.1%,-15.5%,-2.2%
COC(=O)c1ccc(NS(=O)(=O)c2ccc3[nH]c4c(c3c2)CCCC4)cc1,11.2%,6.51µM*,u
COc1ccc(/C=C2\NC(=O)C(C=NCc3ccccc3)=C2O)cc1,5.6%,u,-25.0%
Cc1ccc(C(=O)NCCN2CCC(n3c(=O)[nH]c4ccccc43)CC2)cc1C,x,u,u
CC1(C(=O)N(CC(=O)NC2CCCC2)Cc2ccco2)CC(=O)N=C2C=CC=CN21 (centres undefined),4.5%,11.3%,0.5%
# Later entries
SMILES,TDP1 inh,DT40 TDP1 no CPT,TDP1 cell CPT
Cc1ccc(C)c(CSc2ccc3nnc(-c4ccccn4)n3n2)c1,2.5%,u,u
Cc1ccc(-c2c3c(=O)n(C)c(=O)n(C)c3cn2Cc2ccccn2)cc1,7.1%,-3.9%,-1.7%
CCOc1cc(/C=C(\C#N)C(=O)Nc2ccccn2)ccc1O,3.2%,-3.4%,-0.3%
Nc1ccc2nc(SCC(=O)N3CCOCC3)sc2c1,-5.6%,-21.3%,3.3%
COc1ccc(OC)c(NC(=O)c2c3c(nc4ccccc24)CCC3)c1,5.9%,-29.3%,u
O=C(NCCC1=CCCCC1)c1cc(-c2ccccn2)nc2ccccc12,1.3%,8.6%,7.6%
N#CC(c1ccccc1)c1ccc2c(C(F)(F)F)cc(C(F)(F)F)nc2n1 (centres undefined),12.1%,18.4µM*,13µM*
O=C(COC(=O)c1ccc(F)c(S(=O)(=O)N2CCOCC2)c1)Nc1ccc2[nH]c(=O)[nH]c2c1,0.3%,25.9%,15.8%
O=C(O)c1cc(-c2ccc(Cl)cc2)n(-c2ccccc2)n1,8.8%,u,-68.4%
Cc1ccc(C(=O)N[C@H](C(=O)OCc2cc(=O)oc3cc(C)ccc23)C(C)C)cc1,5.4%,u,-8.7%
COc1ccccc1NC(=O)CCCC(=O)OCC(F)(F)C(F)F,1.0%,-10.7%,-1.1%
CC(C)(C)OC(=O)N1CCC[C@H]1c1nnc(SCc2c(F)cccc2Cl)o1,-4.8%,u,u
S=C(NCc1ccco1)N1CCC(c2nc3ccccc3o2)CC1,6.1%,16.0%,-2.4%
O=C(CN1CCN(Cc2ccc3c(c2)OCO3)CC1)Nc1ccc2[nH]c(=O)[nH]c2c1,0.0%,3.0%,4.0%
O=[N+]([O-])c1cccc(-n2cc3ccc([N+](=O)[O-])cc3n2)c1,0.1%,-12.0%,-14.3%
COc1ccc(S(=O)(=O)/N=C2/NC(=O)/C(=C\c3cc(OC)c(OC)cc3[N+](=O)[O-])S2)cc1,6.8%,-6.1%,4.1%
CCOC(=O)N1CCC2(CC1)NC(=O)c1ccccc1N2,x,u,-16.9%
CCOc1ccc(NC(=O)NC(CC)Cn2nnc3ccccc3c2=O)cc1 (centres undefined),4.7%,-24.4%,-23.6%
Cc1ccc(C)c(NC(=O)CN(C)C(=O)c2ccccn2)c1,x,0.9%,5.4%
O=C(NCCc1cccc(Cl)c1)c1cc2ccccc2oc1=O,x,-0.7%,2.4%
COc1cc(/C=N/N2CCOCC2)ccc1OC(=O)c1ccco1,-0.5%,-18.3%,-14.4%
O=C(NN=Cc1ccc(Cl)cc1Cl)C1CC1,x,-23.1%,0.3%
COc1ccccc1NC(=O)CSc1cn(CC(=O)N2CCCC2)c2ccccc12,7.7%,u,u
COc1cc(OC)cc(-c2nc(SCC(=O)Nc3ccccc3F)n[nH]2)c1,u,u,-13.6%
CC(=O)c1c(O)c(C)c(O)c2c1OC1=CC(=O)C(C(C)=O)C(=O)C12C (centres undefined),14.3%,0.1%,2.6%
# (listing goes on)
SMILES,TDP1 inh,DT40 TDP1 no CPT,TDP1 cell CPT
O=C(COC(=O)CCS(=O)(=O)c1ccc(F)cc1)NC1CCCCC1,1.5%,24.7%,-5.2%
Cc1cc(=O)[nH]c(N/N=C/C=C/c2ccccc2)n1,2.6%,1.1%,4.4%
C#CCN1C(=O)S/C(=C\c2ccc(-c3ccc(C(=O)O)cc3C)o2)C1=O,x,5.0%,-1.0%
CC(=O)N1N=C(c2ccc(Br)cc2)OC1(C)CC(=O)Nc1ccccc1 (centres undefined),0.0%,u,-18.4%
O=C(Cc1ccccc1)Nc1c2c(nn1-c1cccc(Cl)c1)CS(=O)(=O)C2,1.0%,-14.3%,2.5%
Cc1cc(OCC(=O)N(C)C)c2c(-c3ccccc3)cc(=O)oc2c1,5.2%,u,u
O=C(COC(=O)Cc1n[nH]c(=O)c2ccccc12)Nc1cccc(C(F)(F)F)c1,2.6%,-14.3%,-0.1%
COc1ccccc1-n1c(SCC(=O)N2CCc3ccccc32)nc2c(c1=O)SCC2,8.7%,7.31µM*,9.2µM*
O=C(NC1CCCCC1)C(c1ccc2ncccc2c1)N(Cc1ccccc1)C(=O)c1ccc2c(c1)OCCO2 (centres undefined),8.4%,u,13µM*
CCC(=O)N1CCCC1(C)C(=O)Nc1ccc2nc(C)ccc2c1 (centres undefined),x,7.5%,-16.8%
Cn1c(=O)n(C)c2cc([N+](=O)[O-])c(N3CCN(C(=O)c4cccc(Cl)c4)CC3)cc21,3.0%,18.4µM*,u
CC(C)COC(=O)Nc1ccc(C(=O)O)cc1,0.0%,3.6%,-2.9%
OCC1(Cc2ccccc2)CCN(Cc2cnn(-c3ccccc3F)c2)CC1,0.0%,-20.4%,-0.2%
CN1CCC(N(C)S(=O)(=O)c2ccc(NC(=O)c3cccc(C#N)c3)cc2)CC1,0.5%,0.0%,-9.9%
Cc1ccc(S(=O)(=O)N2CCC(C(=O)Nc3ccccc3N3CCCC3)CC2)c(C)c1,x,u,u
Cc1ccc(-c2nnc3n2N=C(c2ccc(Br)cc2)CS3)cc1,6.1%,u,23.1µM*
CCc1noc(C)c1C(=O)Nc1nc(-c2cccs2)cs1,-9.0%[0.505 µM],u,-26.6%
O=C(/C=C/c1ccco1)NC(=S)Nc1ccc(N2CCCC2)cc1,13.7%,14.6µM*,23.1µM*
CC1(C(=O)Nc2cccc3cccnc23)CCN1Cc1ccccc1OC(F)F (centres undefined),x,14.6µM*,u
On1c(-c2ccc(Cl)cc2Cl)nc2ncccc21,x,2.3%,27.1%
Cc1csc2nc(CNS(=O)(=O)c3cccnc3)cn12,x,u,-24.4%
Cc1ccc(-c2nnc(Nc3cccc(Br)c3)c3ccccc23)cc1S(=O)(=O)N1CCCCC1,2.9%[2.28 µM],-23.7%,-25.3%
COc1ccc(COC(=O)C2CCN(S(=O)(=O)c3ccc(Cl)cc3)CC2)cc1,0.0%,-11.4%,2.6%
O=C(NC(Cc1ccccc1)C(=O)O)/C(=C\c1ccccc1)NC(=O)c1ccc(Br)o1 (centres undefined),1.9%,2.7%,-0.1%
O=C(Nc1ccc(NC(=S)NC(=O)c2ccccc2F)cc1)c1cccs1,5.4%,u,-21.0%

# Compound profiles (already shown):
# Listed for Cc1ccc(C(=O)NCCN2CCC(n3c(=O)[nH]c4ccccc43)CC2)cc1C : TDP1 inh = x; DT40 TDP1 no CPT = u; TDP1 cell CPT = u
# Listed for Cc1cc(OCC(=O)N(C)C)c2c(-c3ccccc3)cc(=O)oc2c1 : TDP1 inh = 5.2%; DT40 TDP1 no CPT = u; TDP1 cell CPT = u
# Listed for O=C(COC(=O)Cc1n[nH]c(=O)c2ccccc12)Nc1cccc(C(F)(F)F)c1 : TDP1 inh = 2.6%; DT40 TDP1 no CPT = -14.3%; TDP1 cell CPT = -0.1%

# (next part)
SMILES,TDP1 inh,DT40 TDP1 no CPT,TDP1 cell CPT
CCN(CC(=O)NC1CCS(=O)(=O)C1)C(=O)c1ccc(OC)c([N+](=O)[O-])c1 (centres undefined),0.7%,15.5%,1.6%
O=C(Nc1cccc(S(=O)(=O)NC2=NCCC2)c1)c1cc(F)c(F)c(F)c1F,-1.2%,-14.6%,-1.9%
CC1CN(c2oc(-c3ccccc3Cl)nc2C#N)CC(C)O1 (centres undefined),3.9%,-7.6%,-15.8%
CC(=O)c1cccc(OCc2cc(C(=O)N(C)Cc3nccs3)no2)c1,x,-32.5%,u
CCC(C)C(=O)C(=O)N1CCC(n2nccc2NC(=O)CCOc2ccccc2)CC1 (centres undefined),x,u,-25.9%
CCCCCOC(=O)CSc1n[nH]c(=O)[nH]c1=O,1.0%,-0.5%,4.9%
CC(=O)c1sc2ccccc2c1OC(=O)c1ccco1,-4.0%,u,2.3%
O=C(CCCCCN1C(=O)CCC1=O)Nc1ccc(Cl)c(C(F)(F)F)c1,-2.3%,u,u
Cc1cc(C)c2c(CN3CCN(C)CC3)cc(=O)oc2c1,2.4%,-7.0%,-10.4%
CCOC(=O)C1CCN(S(=O)(=O)c2ccc3c(c2)CCN3C(C)=O)CC1,3.1%,-6.2%,-14.0%
CC(=O)Nc1ccc(S(=O)(=O)N2CCN(C(=O)c3ccco3)CC2)cc1,x,-0.7%,-3.2%
CN(C)c1ccc(/C=C/c2ccnc3ccccc23)cc1C=O,x,10µM*,15.8µM*
CCc1ccccc1N1C(=O)N(Cc2ccc(C#N)cc2)c2ccccc2S1(=O)=O,-5.4%,u,u
COc1ccc(C(=O)CN2CCN(c3ccc(Cl)cc3)CC2)cc1OC,x,-3.1%,-25.0%
Cc1ccc2c(c1)N(CC(=O)NCCCN1CCCCC1)C(=O)c1cccnc1O2,-3.7%,-3.4%&-12.6%,8.9%&-1.8%
Cc1cc(OCCOCCN(C)C)ccc1Cl,x,-4.2%,3.8%
Cc1ccc(S(=O)(=O)N2CCN(c3ccnc4cc(Cl)ccc34)CC2)cc1,2.7%,23.1µM*,23.1µM*
CCc1ccc(N2CC(c3nnc(NC(=O)c4ccco4)s3)CC2=O)cc1 (centres undefined),-3.6%,-10.1%,-10.4%
C=CCn1c(SCc2ccc(C(=O)NCCO)cc2)nc2ccccc2c1=O,6.4%,-14.1%,-9.7%
CCOC(=O)c1sc(N2N=C(C)/C(=C\c3ccc(OCC(=O)OC)cc3)C2=O)nc1C,5.3%,-4.3%,-6.9%

# A second format for part of the listing above.
# Every second line gives: TDP1 inh, DT40 TDP1 no CPT, TDP1 cell CPT
- CCc1ccc(N2CC(c3nnc(NC(=O)c4ccco4)s3)CC2=O)cc1 (centres undefined)
  -3.6%, -10.1%, -10.4%
- Cc1cc(OCCOCCN(C)C)ccc1Cl
  x, -4.2%, 3.8%
- CC(=O)c1sc2ccccc2c1OC(=O)c1ccco1
  -4.0%, u, 2.3%
